Compound activity deposited in PubChem by National Center for Advancing Translational Sciences (NCATS).
TbPYK inhibitor = qHTS of Trypanosoma Brucei Inhibitors; pyruvate kinase (Trypanosoma brucei), Q57TT1; TbPYK enzyme, Kinase-Glo Plus ATP luminescence, 45 min; Potency, µM (titrated, usually from 76.8 µM), for inactives: at the highest dose activity, negative = inhibition, usual class: inhibitors; 410,000 tested, 0.12% active; AID 624173, 2012; further: potency means the concentration at half of the fitted maximal effect; nearly all actives have a fitted effect of over 50% in size
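Luminescent Kinase-Glo Plus end-point after 45 min room-temperature reaction of T. brucei pyruvate kinase started with 130 uM ADP (final). Buffer TEA 50 mM pH 7.2 with KCl, MgCl2, BSA, Tween-20; titration-based qHTS with fitted concentration-effect curves.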
AMA1-RON2 inh = qHTS for Inhibitors of AMA1-RON; Towards Development of Antimalarial Drug Lead: Primary Screen; Plasmodium falciparum AMA1 (3D7) - RON2 peptide interaction; AlphaScreen AMA1-biotinylated RON2 peptide binding; Potency, µM (doses to about 58.2 µM), without a hit: at the top dose activity change, negative = inhibition, most hits filed as inhibitors; 360,000 tested, 0.2% active;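 further: potency means the concentration at half of the fitted maximal effect; 0% = vehicle wells and -100% = peptide control; nearly all actives have a fitted effect of over 45% in size; some results filed as inactive show a strong effect at the top dose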
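AMA1 (3D7) with his tag at 25 nM final met compounds first, then biotinylated RON2 peptide at 25 nM; detection used donor plus acceptor beads, 10 µg/mL apiece, read by AlphaScreen after 30 min at room temperature.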
AmpC inh detg = qHTS Inhibitors of AmpC Beta-Lactamase (assay with detergent) | P00811 | AmpC hydrolysis of nitrocefin, absorbance 480 nm, 0.01% Triton | Potency, µM (highest dose often 114 µM), for inactives: at the top dose activity change, negative = inhibition, most hits filed as inhibitors | 370,000 tested, 0.041% active | AID 485294, 2010;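 further: potency means the concentration at half of the fitted maximal effect; 0% = no-compound wells and -100% = no-enzyme wells; nearly all actives have a fitted effect of over 25% in size; some results filed as inactive show a strong effect at the top dose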
Target sequence (P00811 whole entry, looked up): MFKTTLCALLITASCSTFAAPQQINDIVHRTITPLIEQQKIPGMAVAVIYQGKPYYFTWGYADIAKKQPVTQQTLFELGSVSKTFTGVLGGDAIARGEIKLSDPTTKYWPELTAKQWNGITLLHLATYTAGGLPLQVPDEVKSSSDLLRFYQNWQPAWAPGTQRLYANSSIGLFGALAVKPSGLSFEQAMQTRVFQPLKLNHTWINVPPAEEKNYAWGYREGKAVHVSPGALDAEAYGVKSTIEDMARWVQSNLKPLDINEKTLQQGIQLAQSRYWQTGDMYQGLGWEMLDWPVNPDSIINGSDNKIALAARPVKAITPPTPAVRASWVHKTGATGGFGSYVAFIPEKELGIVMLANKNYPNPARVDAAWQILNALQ
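20 mM phosphate pH 7.0 + 0.01% (detergent screen) or 0.0001% Triton X-100; 5.3 nM AmpC reagent; cpd preinc 15 min RT; nitrocefin (800 uM stock) to start; A480 q20 s × 4 min; Activity was normalised to no-enzyme and no-compound control wells.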
HCV inhibitor = qHTS Assay for Inhibitors of Hepatitis C Virus (HCV); Huh7.5.1 HCVcc-Cre infection, luciferase reporter, 44 h; Potency, µM (highest dose often 41.8 µM), inactives show at the top dose activity change, negative = inhibition, actives largely listed as inhibitors; 340,000 tested, 3.4% active; AID 651820, 2012; further: potency means the concentration at half of the fitted maximal effect
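Seed cells (1,000/well) for 4 h; treat with compound and infect with HCVcc-Cre, moi about 0.5. Incubate 44 h, then detect luciferase activity.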
AmpC inh no detg = qHTS Inhibitors of AmpC Beta-Lactamase (assay without detergent). P00811. AmpC nitrocefin hydrolysis, absorbance 480 nm, 0.0001% Triton. Potency, µM (titrated, usually from 57.1 µM), without a hit: top-dose activity change, negative = inhibition, most hits filed as inhibitors. 330,000 tested, 0.52% active. AID 485341, 2010;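 further: potency means the concentration at half of the fitted maximal effect; plate controls were no compound for no effect and no enzyme for full effect; nearly all actives have a fitted effect of over 20% in size; some results filed as inactive show a strong effect at the top dose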
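20 mM phosphate pH 7.0 + 0.01% (detergent screen) or 0.0001% Triton X-100; 5.3 nM AmpC reagent; cpd preinc 15 min RT; nitrocefin (800 uM stock) to start; A480 q20 s × 4 min; Activity was normalised to no-enzyme and no-compound control wells.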
HCMV inh = qHTS Assay for inhibitors of the human cytomegalovirus (HCMV); HFF cells, HCMV-luciferase reporter, 72 h; active compounds read low; activity change, negative = inhibition, % at 57.5 µM; 410,000 tested, 4.5% active; AID 1259415, 2018; in the data active means activity change below about -60%; inconclusive means no clear call, values can overlap the other calls; inactive means above about -39%
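Human foreskin fibroblasts infected with luciferase-reporter HCMV at MOI 1 PFU/cell, compounds at two doses. Luciferase measured 72 h post infection; normalized to buffer-only basal and Salinomycin (10uM) controls.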
LmPK inhibitor = qHTS Assay for Inhibitors of Leishmania Mexicana Pyruvate Kinase (LmPK) | Q27686 | purified LmPK, Kinase-Glo ATP luminescence, 1 h | Potency, µM (highest dose often 57.5 µM), inactives show at the top dose activity change, negative = inhibition, actives largely listed as inhibitors | 290,000 tested, 0.37% active | AID 1721, 2009; further: potency means the concentration at half of the fitted maximal effect
Target sequence (Q27686 whole entry, looked up): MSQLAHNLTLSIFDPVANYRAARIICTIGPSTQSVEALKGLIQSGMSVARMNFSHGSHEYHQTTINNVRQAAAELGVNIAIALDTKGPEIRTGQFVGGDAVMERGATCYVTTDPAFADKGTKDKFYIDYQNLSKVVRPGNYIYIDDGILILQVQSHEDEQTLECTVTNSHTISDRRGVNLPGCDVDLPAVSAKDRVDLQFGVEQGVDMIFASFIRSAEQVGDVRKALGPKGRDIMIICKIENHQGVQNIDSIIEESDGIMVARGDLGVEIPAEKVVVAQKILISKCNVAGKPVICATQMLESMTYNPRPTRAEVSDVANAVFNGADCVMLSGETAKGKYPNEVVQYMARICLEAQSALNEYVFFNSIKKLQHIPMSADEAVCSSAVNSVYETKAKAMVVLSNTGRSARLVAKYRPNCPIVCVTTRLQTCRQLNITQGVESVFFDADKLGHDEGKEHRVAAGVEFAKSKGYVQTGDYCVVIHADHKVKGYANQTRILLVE
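Purified LmPK (0.1 nM) converted ADP (0.1 mM) to ATP with PEP (0.5 mM) in imidazole buffer pH 7.2 with KCl and MgCl2, 1 h at room temperature. ATP was read by Kinase-Glo luminescence; data normalized to uninhibited and no-enzyme controls.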
Numbers without * were called inactive; ? = inconclusive; · = no result given; & = joins results of further samples; [ ] = dose if it differs, or a comment. Unless noted, the call rests on the fitted dose curve; in most records, active means well fitted curve in the direction sought with a large enough effect; inconclusive means small, poorly fitted or top-dose-only effect, or another doubt; inactive means no such curve, though single readings can be large; an effect the other way counts as inactive or inconclusive. Unless noted, on the % scale 0 is the no-effect control and ±100 the full control effect.

Value order: AmpC inh detg	AMA1-RON2 inh	LmPK inhibitor	HCV inhibitor	HCMV inh	AmpC inh no detg	TbPYK inhibitor
- CCOc1ccc(NC(=S)N2CCC(C(=O)c3ccc(F)cc3)CC2)cc1
  ·	6%	·	?	-7	·	10%
- Cc1ccc(C(C)C)c(OCC(=O)Nc2ccc(N3CCOCC3)cc2N2CCOCC2)c1
  ?	-17%	·	32µM*	-24	21%	-5%
- COC(c1ccccc1)c1nnc(CCC(=O)N(C)CCCC2CCCC2)o1 (stereo unspecified)
  9%	-15%	3%	-14%	-11	158%[activator]	6%
- CCOc1cc2nc3c4ccccc4n(C)c3nc2cc1OCC
  ?	27%	-2%	-1%	?	-4%	-1%
- N=C(N)SCc1cn(-c2ccccc2)nc1-c1ccc(Br)cc1
  0%	-11%	1%	?	-87*	-32%	-11%
- CCC(=O)Nc1cc(C)c(O)c(-c2nc3ncccc3o2)c1
  3%	·	·	·	-11	·	3%
- CCN1C(=O)[C@H]2[C@@H](c3ccc(OC)cc3)N3C(=O)CN(Cc4ccccc4)C(=O)[C@@]3(C)[C@H]2C1=O
  -7%	0%	1%	25%	-39	-7%	-5%
- Cc1cc(C(=O)N2CCCC(N3CCN(c4ccc(F)cc4)CC3)C2)no1 (stereo unspecified)
  4%	7%	-8%	-14%	5	10%	3%
- CCN1CCN(CCNC(=O)c2cn(Cc3ccccc3F)nn2)CC1
  -5%	20%	1%	17%	3	-18%	-9%
- COc1ccc(OC)c(NC(=O)c2cc3cc4ccc(C)cc4nc3s2)c1
  11%	·	·	·	-15	·	0%
- CCOc1ccc(-n2cccc2C=O)cc1
  -11%	7%	0%	12%	6	-11%	-6%
- CCC(C)N(C(=O)CSc1nncn1C)C1CCS(=O)(=O)C1 (stereo unspecified)
  ·	-6%	·	-5%	-5	-19%	-3%
- O=C(CSc1nnc(-c2ccc([N+](=O)[O-])cc2)o1)Nc1ccccc1
  13%	·	·	·	95	·	-3%
- CC(=O)c1cccc(NS(=O)(=O)c2ccc(-c3cc(C)no3)s2)c1
  -11%	5%	5%	?	-18	-45%	-7%
- COc1ccc(S(=O)(=O)N2CCC(C(=O)NCC3CCCO3)CC2)cc1C (stereo unspecified)
  -20%	15%	0%	15%	2	2%	0%
- NC(=O)CN1CCN(c2cccc(Cl)c2)CC1
  6%	9%	-6%	-14%	-18	-5%	-2%
- CCOC(=O)N1N=C(c2ccc(C)cc2)CC1(O)C(F)(F)F (stereo unspecified)
  5%	-1%	-6%	-3%	4	-8%	-1%
- COc1ccc2ccccc2c1-c1sc(Nc2ccccc2)n[n+]1-c1ccc(F)cc1
  1%	-21%	-3%	-81%	?	-4%	-1%
- Cc1ccc(-n2c(Cc3ccccc3)nnc2SCC(=O)NNC(=O)Cc2ccccc2)cc1
  0%	88%[activator]	1%	-15%	-12	80%[activator]	-4%
- COc1ccc(OC)c(-c2cc(C(=O)Nc3ccc(C)c(C)c3)no2)c1
  19%	·	·	·	26	·	-5%
- COC(=O)c1c(SC)nc2ccccc2c1OCc1cccc(C)c1
  5%	·	·	·	-13	·	-4%
- CC(C)Cc1csc(NC(=O)c2ccc(F)cc2)c1C(=O)O
  -10%	12%	-4%	10%	8	-29%	3%
- COc1ccc(S(=O)(=O)N2CCOC2CNC(=O)C(=O)NCc2ccncc2)cc1C (stereo unspecified)
  ·	-10%	·	-11%	22	·	4%
- CC(=O)c1ccc(N2CCN(C(=O)c3ccc(S(=O)(=O)NCc4ccco4)cc3)CC2)cc1
  ·	-3%	·	-22%	-28	-7%	4%
- COC(=O)c1ccc(CN(c2ccccn2)S(=O)(=O)c2ccccc2)cc1
  -7%	14%	3%	3%	29	4%	-6%
- Cc1cccc(S(=O)(=O)c2c(N)n(/N=C/c3ccccc3)c3nc4ccccc4nc23)c1
  -4%	2%	2%	2%	-30	-18%	-5%
- CCOc1ccc(NC(=O)Cc2ccc(S(=O)(=O)N3CCOCC3)s2)cc1OCC
  4%	-1%	-9%	·	2	-29%	-15%
- CCN(CC)CC(C)CNC(=O)CN1C(=O)CSc2ccc(S(=O)(=O)N3CCOCC3)cc21 (stereo unspecified)
  ?	-4%	0%	4%	9&5	-15%	0%&2%
- CCn1ncc(-c2csc(N)n2)c1C
  5%	-3%	-13%	-10%	16	-8%	-4%
- CCC(C)NC(=O)CNC(=S)N(Cc1ccccc1F)C1CCCCC1 (stereo unspecified)
  5%	-12%	12%	14%	-5	79%[activator]	-17%
- Cc1ccnc(N2C(=O)c3ccc([N+](=O)[O-])cc3C2=O)c1
  -1%	·	-4%	·	103	-6%	·
- O=C1Nc2ccccc2O/C1=C\c1ccccc1Br
  ?	3%	1%	-28%	66	-28%	-9%
- CC(=O)Nc1ccc(S(=O)(=O)NCCC(=O)NNC(=O)c2ccncc2)cc1
  ?	-13%	·	1%	-26	-3%	4%
- COc1cccc(NC(=O)N2CCCC2C(=O)NCc2ccco2)c1 (stereo unspecified)
  -7%	1%	-7%	6%	-5	-11%	6%
- COc1ccc(OCC(=O)Nc2c(C(=O)N3CCN(c4ccccc4)CC3)oc3ccccc23)cc1
  2%	·	·	·	-33	·	0%
- CCCn1nc(C(=O)NC2CC2)c2ccccc2c1=O
  7%	-5%	·	14%	-31	-1%	0%
- c1ccc(CNc2ccc(N3CCOCC3)cc2)cc1
  ·	·	·	·	19	14%	-38%
- O=C(NCCCN1CCCC1)Nc1ccccc1[N+](=O)[O-]
  1%	0%	5%	-1%	-15	-4%	1%
- COc1ccc2[nH]c3c(c2c1)CCN1C(=O)C(CC(=O)NCCN2CCOCC2)C[C@H](C(=O)N(C(C)C)C(C)C)[C@@]31C (stereo partly specified)
  ·	0%	·	?	-16	182%[activator]	-5%
- c1ccc(CNn2c(N3CCOCC3)nc3ccccc32)cc1
  2%	5%	1%	10%	44	0%	-5%
- O=C(CSc1nnc(-c2ccco2)n1Cc1ccco1)NCc1ccccc1
  -3%	-3%	-6%	12%	34	-7%	-2%
- CC(=O)N1c2ccc(S(=O)(=O)NCC3CCC(C(=O)Nc4cccc(C)n4)CC3)cc2CC1C (stereo unspecified)
  -6%	-3%	2%	?	-71*	44%	-2%
- CC(C)(C)n1nnnc1C(c1ccncc1)N1CCN(C2CCCCC2)CC1 (stereo unspecified)
  2%	10%	0%	10%	8	-28%	-4%
- COC(C[C@H]1O[C@H]1[C@H](O)COCc1ccccc1)OC
  -12%	9%	-1%	10%	-3	63%[activator]	0%
- COc1ccc(NC(=O)Nc2ccccc2C(=O)N2CCCC2)cc1
  -1%	2%	-17%	4%	2	-15%	-4%
- CCCc1nn2c(=O)cc(COC(=O)c3ccc(NC(=O)C(C)Oc4ccccc4)cc3)nc2s1 (stereo unspecified)
  -5%	·	·	·	-18	·	-6%
- Cc1cc(Oc2ccc(C)c(Cl)c2)nc(SCC(=O)c2ccccc2)n1
  3%	-3%[11.6 µM]	0%	?	-74*	-4%	1%
- Cc1cc(=O)oc2cc(NC(=S)NCc3ccccn3)ccc12
  -8%	77%[activator]	-1%	-23%	62	-6%[2.29 µM]	-12%
- COc1ccc(CCNC(=O)Cc2c(C)c3c(cc(C)c4c(C)coc43)oc2=O)cc1
  22%	·	·	·	-8	·	-4%
- COc1ccccc1/C=C(\C#N)C(=O)c1cccn1C
  -9%	-7%	-6%	19%	-34	-33%	-5%
- CCCc1ccc(C#N)c(SC2CC(=O)N(c3ccc(OC)cc3)C2=O)n1 (stereo unspecified)
  5%	0%	2%	-27%	-30	-26%	-3%
- Cc1cc(N=Cc2c(O)ccc3ccccc23)no1
  ?	-1%	-4%	·	1	-27%	-11%
- O=C(NCCCN1CCOCC1)C(=O)NCc1ccccc1
  4%	23%	-10%	0%	-10	-8%	8%
- COc1ccc2c(c1)CC(C(=O)NCCN1CCN(c3cccc(C)c3C)CC1)CO2 (stereo unspecified)
  2%	·	·	·	-6	·	1%

Exported tab-delimited: entries from further up.
mol	AmpC inh detg	AMA1-RON2 inh	LmPK inhibitor	HCV inhibitor	HCMV inh	AmpC inh no detg	TbPYK inhibitor
CCOc1ccc(NC(=S)N2CCC(C(=O)c3ccc(F)cc3)CC2)cc1	·	6%	·	?	-7	·	10%
Cc1ccc(C(C)C)c(OCC(=O)Nc2ccc(N3CCOCC3)cc2N2CCOCC2)c1	?	-17%	·	32µM*	-24	21%	-5%
COC(c1ccccc1)c1nnc(CCC(=O)N(C)CCCC2CCCC2)o1 (stereo unspecified)	9%	-15%	3%	-14%	-11	158%[activator]	6%
CCOc1cc2nc3c4ccccc4n(C)c3nc2cc1OCC	?	27%	-2%	-1%	?	-4%	-1%
N=C(N)SCc1cn(-c2ccccc2)nc1-c1ccc(Br)cc1	0%	-11%	1%	?	-87*	-32%	-11%
CCC(=O)Nc1cc(C)c(O)c(-c2nc3ncccc3o2)c1	3%	·	·	·	-11	·	3%
CCN1C(=O)[C@H]2[C@@H](c3ccc(OC)cc3)N3C(=O)CN(Cc4ccccc4)C(=O)[C@@]3(C)[C@H]2C1=O	-7%	0%	1%	25%	-39	-7%	-5%
Cc1cc(C(=O)N2CCCC(N3CCN(c4ccc(F)cc4)CC3)C2)no1 (stereo unspecified)	4%	7%	-8%	-14%	5	10%	3%
